Source: PubChem
DT40 TDP1 CPT: growth inhibition of DT40 Tdp1-/-;hTDP1 cells with camptothecin (screen for TDP1 inhibitors); chicken DT40 Tdp1-/-;hTDP1 cells + 20 nM CPT, ATP luminescence, 48 h; Potency, µM (doses to about 46.2 µM), inactives show top-dose activity change, negative = growth inhibition, hits mostly inhibitors; 420,000 tested, 12% active; note: nearly all actives have a fitted effect of over 55% in size
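Cell growth measured by CellTiter-Glo luminescence after a minimum 48 h, 37 C compound exposure with 20 nM CPT in Tdp1-knockout DT40 cells stably expressing hTDP1, seeded 400/well; qHTS titration format.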
GCN5L2 inh: inhibitors of human GCN5L2 histone acetyltransferase; Q92830; GCN5L2 HAT assay, ThioGlo1 CoA-SH fluorescence; Potency, µM (doses to about 58.9 µM), without a hit: top-dose activity change, negative = inhibition, hits mostly inhibitors; 390,000 tested, 0.21% active
Target sequence (Q92830 whole entry, looked up): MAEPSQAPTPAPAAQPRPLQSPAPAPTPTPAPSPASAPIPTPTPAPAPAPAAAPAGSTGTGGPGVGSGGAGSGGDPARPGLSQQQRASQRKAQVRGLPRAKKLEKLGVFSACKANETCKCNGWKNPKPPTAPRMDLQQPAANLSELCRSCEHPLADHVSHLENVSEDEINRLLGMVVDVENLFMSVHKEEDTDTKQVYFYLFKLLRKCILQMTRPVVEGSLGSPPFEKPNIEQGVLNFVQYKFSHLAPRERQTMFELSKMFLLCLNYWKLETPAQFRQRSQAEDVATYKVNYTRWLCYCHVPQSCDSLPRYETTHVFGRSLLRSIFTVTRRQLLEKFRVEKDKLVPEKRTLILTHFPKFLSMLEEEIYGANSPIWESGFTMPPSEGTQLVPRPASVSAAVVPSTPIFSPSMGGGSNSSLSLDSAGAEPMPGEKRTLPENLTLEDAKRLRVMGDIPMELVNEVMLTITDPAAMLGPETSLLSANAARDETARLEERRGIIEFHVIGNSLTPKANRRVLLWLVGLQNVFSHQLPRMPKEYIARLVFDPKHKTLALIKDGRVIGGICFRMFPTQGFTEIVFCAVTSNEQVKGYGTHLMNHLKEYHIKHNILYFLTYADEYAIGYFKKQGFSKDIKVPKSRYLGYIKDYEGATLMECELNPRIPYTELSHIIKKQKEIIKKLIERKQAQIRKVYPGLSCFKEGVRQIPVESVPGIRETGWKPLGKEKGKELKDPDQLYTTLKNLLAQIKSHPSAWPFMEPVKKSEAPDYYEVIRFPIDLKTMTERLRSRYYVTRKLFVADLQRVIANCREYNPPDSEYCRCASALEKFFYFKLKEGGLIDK
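Titration-based screen in which CoA formation is detected via maleimide probe ThioGlo1 (50uM) turning fluorescent on thiol reaction; substrates H3(1-25) 75uM and acetyl-CoA 70uM, GCN5L2 20nM, 20 min incubation at room temperature.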
DT40 TDP1 no CPT: qHTS for Inhibitors of human tyrosyl-DNA phosphodiesterase 1 (TDP1): qHTS in cells in absence of CPT; DT40 Tdp1-/- hTDP1 cells, no CPT, ATP luminescence, 48 h; Potency, µM (top dose mostly 46.2 µM), for inactives: top-dose activity change, negative = growth inhibition, most hits filed as inhibitors; 420,000 tested, 15% active; AID 686978, 2013; note: nearly all actives have a fitted effect of over 55% in size
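Growth of hTDP1-complemented DT40 Tdp1-knockout cells is measured by ATP luminescence after at least 48 hr compound exposure at 37 °C, with DMSO substituting for the 20 nM CPT used in the parallel screen.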
* hit, by the source's call; ? = inconclusive; . = not tested or not shown; & = joins results of further samples. Calls come from the whole dose curve; as a rule, active = well fitted curve in the direction sought with a large enough effect; inconclusive = small, poorly fitted or top-dose-only effect, or another doubt; inactive = no such curve, though single readings can be large; an effect the other way counts as inactive or inconclusive. % is set by controls: 0 for no effect and ±100 for the full control effect; potency is the fitted concentration of half-maximal effect.

SMILES | DT40 TDP1 CPT | GCN5L2 inh | DT40 TDP1 no CPT
O=C(CCn1c(=O)oc2ccccc21)n1c(=O)oc2ccccc21 | -3% | -1% | -5%
COc1ccccc1CCC(=O)OCC(=O)NC1CC1 | 16% | -2% | -19%
CCn1cc(C(=O)N(C)Cc2ccccc2)c(=O)c2cc(S(=O)(=O)N3CCCCCC3)ccc21 | 3% | -15% | -3%
Cc1ccc(NC(=O)N2C3CCCC2CC(NC(=O)C(C)(C)C)C3)cc1 (centres undefined) | 15% | 2% | 7%
COc1ccc(C(N)CCc2ccco2)cc1 (centres undefined) | ? | -8% | ?
COc1nsnc1NS(=O)(=O)c1ccc(NC(=S)NC(=O)c2cccnc2)cc1 | 0% | -3% | -9%
O=C(CN1CCN(c2ccc(F)cc2)CC1)NCC1CCCO1 (centres undefined) | -4% | -4% | -6%
CCC(C)Sc1ccc([C@@H]2[C@H]3C(=O)N(C)C(=O)[C@H]3[C@]3(C(=O)OC)CCCN23)cc1 (some centres undefined) | ? | 1% | 15µM*
Cc1c(C(=O)OCC(C)(C)CN(C)C)oc2ccccc12 | -10% | -5% | -17%
O=C1NC(c2ccccc2)CCO1 (centres undefined) | 1% | 3% | 4%
COC(=O)c1ccccc1NS(C)(=O)=O | 6%&-7% | -3% | -5%&1%
Cc1nc([N+](=O)[O-])c(Br)n1CC(=O)c1ccc2ccccc2c1 | 21µM* | -12% | 21µM*
CCCCSCCCNC(=O)C1CCC(CNS(=O)(=O)c2c(C)cc(C)cc2C)CC1 (centres undefined) | 15µM* | -13% | 18µM*
CC(=O)Nc1nnc(-c2ccc3c(c2)CCCC3)o1 | -18% | -3% | ?
CC(=O)NC(Cc1ccccc1)C(=O)N1CCN(C(=S)NCC(C)C)CC1 (centres undefined) | 7% | 0% | 10%
COc1ccccc1CNc1nc2cc(-c3ccsc3)sc2c(=O)n1C | ? | . | ?
C[C@@H]1CCCCO[C@H](CN(C)S(=O)(=O)c2cccs2)[C@H](C)CN([C@@H](C)CO)C(=O)c2cc(NC(=O)NC3CCCCC3)ccc2O1 | 18µM* | . | 12µM*
COCCNC(=O)c1ccc(CS(=O)(=O)c2ccccc2)o1 | 18µM* | 3% | 16µM*
O=C(NCc1cccnc1)Nc1cccc(F)c1 | -1% | 14% | 0%
O=c1c2cnn(-c3ccc(F)cc3)c2ncn1Cc1ccc(F)cc1 | -22%&-22% | 1%&-1% | ?
COc1ccc(-c2sc3ccc(OC)cc3c2-c2ccc(O)cc2)cc1 | ? | -20% | ?
COc1cccc(NC(=O)CN2C(=O)COc3ccc(C)cc32)c1 | 22% | 0% | ?
Cc1cc(C)n(CC(O)Cn2ccc3ccccc32)n1 (centres undefined) | -3% | -2% | -9%
O=S(=O)(NCc1cccnc1)c1ccccc1 | -18% | 9% | 13%
Cc1csc(NC(=O)CSc2ccc([N+](=O)[O-])cn2)n1 | 17% | -13% | 11%
COc1cccc(-c2cncnc2NCc2cccnc2)c1 | -10% | ? | -26%
S=C(NCc1cccnc1)Nc1cccc2ccccc12 | -23% | 1% | ?
CCOc1ccc(Nc2nc(NCC(=O)O)nc(N)c2[N+](=O)[O-])cc1 | 0% | -7% | -12%
Cc1ccc(-c2nc3ncccc3o2)cc1NC(=O)c1ccccc1Br | ? | 3% | ?
CCOc1ccccc1NC(=O)COC(=O)C1CC(=O)N(c2c(C)cccc2C)C1 (centres undefined) | -10% | -4% | -15%
OCC1(Cc2ccccc2)CCCN(Cc2ccc3c(c2)OCCO3)C1 (centres undefined) | -10% | 3% | -4%
COc1ccc(Cl)cc1NC(=O)CN(C)C(=O)c1cc2ccccc2cc1OC | ? | -5% | 18µM*
Cc1nc(NCCCn2ccnc2)c2ccccc2n1 | -7% | -2% | ?
CSc1ccc(Cn2nnc(C(=O)Nc3ccc(C)cc3Cl)c2N)cc1 | -24% | -4% | ?
CCOc1ccc(S(=O)(=O)NCCc2sc(-c3ccc(C)cc3)nc2C)cc1 | ? | -1% | 16µM*
CCOC(=O)c1nc(C)n(-c2cc(Cl)ccc2Cl)n1 | -4% | 2% | -7%
Cc1c(CCO)c(=O)[nH]n1S(=O)(=O)c1ccc(Cl)cc1Cl | ? | 0% | 4%
CCOC(=O)c1ccc(NC(=O)c2c(NCc3cccs3)sc3c2CCCC3)cc1 | 16µM* | -13% | 21µM*
CCOC(=O)C1CCN(C(=O)Cc2cccs2)CC1 | ? | -13% | ?
COc1ccc(C(C(=O)NC2CCCCC2)N(C(=O)CCl)c2cccc(Cl)c2)cc1 (centres undefined) | 2.3µM* | 1% | 1.8µM*
O=C(O)Cc1ccc(S(=O)(=O)Nc2ccccc2C(=O)O)cc1 | 6% | 2% | -12%
Cc1ncoc1C(=O)Nc1ccc2c(c1)OCCO2 | ? | 1% | ?
CCc1nc2c(OCC(=O)C(C)(C)C)cccn2c1N(C)C(=O)c1ccco1 | -7% | . | -3%
CCCc1ccc(OCc2ccc(C(=O)N/N=C/c3cccc([N+](=O)[O-])c3)o2)c(OC)c1 | 8.2µM* | -5% | 6.5µM*
COc1ccc(Nc2cc(C)nc3ncnn23)cc1 | 7% | . | 5%

Of the compounds above, ten have a halogen:
SMILES | DT40 TDP1 CPT | GCN5L2 inh | DT40 TDP1 no CPT
O=C(CN1CCN(c2ccc(F)cc2)CC1)NCC1CCCO1 (centres undefined) | -4% | -4% | -6%
Cc1nc([N+](=O)[O-])c(Br)n1CC(=O)c1ccc2ccccc2c1 | 21µM* | -12% | 21µM*
O=C(NCc1cccnc1)Nc1cccc(F)c1 | -1% | 14% | 0%
O=c1c2cnn(-c3ccc(F)cc3)c2ncn1Cc1ccc(F)cc1 | -22%&-22% | 1%&-1% | ?
Cc1ccc(-c2nc3ncccc3o2)cc1NC(=O)c1ccccc1Br | ? | 3% | ?
COc1ccc(Cl)cc1NC(=O)CN(C)C(=O)c1cc2ccccc2cc1OC | ? | -5% | 18µM*
CSc1ccc(Cn2nnc(C(=O)Nc3ccc(C)cc3Cl)c2N)cc1 | -24% | -4% | ?
CCOC(=O)c1nc(C)n(-c2cc(Cl)ccc2Cl)n1 | -4% | 2% | -7%
Cc1c(CCO)c(=O)[nH]n1S(=O)(=O)c1ccc(Cl)cc1Cl | ? | 0% | 4%
COc1ccc(C(C(=O)NC2CCCCC2)N(C(=O)CCl)c2cccc(Cl)c2)cc1 (centres undefined) | 2.3µM* | 1% | 1.8µM*

More structures follow:
SMILES | DT40 TDP1 CPT | GCN5L2 inh | DT40 TDP1 no CPT
COc1ccc(S(=O)(=O)N(CC(=O)N2CCN(C)CC2)c2ccc(C)cc2)cc1OC | 10% | 0% | -5%
COc1cc(C(=O)Nc2ccc(-c3nnc(-c4ccco4)o3)cc2)cc(OC)c1OC | ? | 2% | ?
CC(=O)Cc1c(C(=O)O)c(C)nn1-c1ccccc1 | 6% | -1% | 0%
Cc1ccc(-c2csc(N(C)C(=O)c3c(C)nn(-c4ccccc4)c3Cl)n2)cc1 | ? | 4% | ?
COc1cc(Nc2c3c(nc4ccccc24)CCCC3)cc(OC)c1OC | ? | -7% | ?
COc1ccc(OC)c(-c2nc(C(=O)NC3CCN(Cc4ccccc4)CC3)cc3c2[nH]c2ccccc23)c1 | 10µM* | -10% | 12µM*
COc1ccc(C2CC(c3ccccc3)Nc3nc(N)nn32)cc1 (centres undefined) | 8% | -1% | 13%
Cc1cccc(Cn2c(C(C)(C)C)cc3cccnc32)c1 | ? | -7% | 21µM*
COc1cccc(NC(=O)Cn2c(=O)n(-c3ccc(Cl)cc3)c(=O)c3sc4ccccc4c32)c1 | ? | -8% | ?
O=C(Nc1nccs1)c1cc(N2CCOCC2)nc2ccccc12 | -2% | -9% | -16%
CSc1ccc(S(=O)(=O)Nc2ccc3c(c2)OCCO3)cc1 | ? | 1% | ?
Cc1ccc(Cl)cc1N1CCN(C(=O)c2noc3c2CCCC3)CC1 | 12µM* | 1% | ?
Cc1ccc(NC2=CC(=O)CC(C)(C)C2)cc1Cl | -8% | -17% | -25%
Nc1n[nH]c(N)c1N=Nc1ccc2c(c1)OCO2 | ? | -6% | ?
C[C@@H]1CN([C@H](C)CO)C(=O)c2c(c3ccccc3n2C)-c2ccccc2CO[C@H]1CN(C)Cc1ccccc1 | ? | . | ?
CCCCC1Cc2[nH]c(=S)[nH]c(=O)c2C(c2ccc3ccccc3c2)O1 (centres undefined) | ? | . | ?
Cc1ccc(OCc2cc(C(=O)N(C)Cc3cnc4ccccn34)no2)cc1C | 15µM* | -3% | 12µM*
CCCCN1C(=O)N(c2ccccc2Cl)C(C)(O)CC1(C)C (centres undefined) | -14% | -9% | ?
Cc1ccc(NC(=O)CC2Oc3ccccc3NC2=O)c(C)c1 (centres undefined) | -11% | -3% | -11%
COc1ccccc1CNC(=O)c1nn(C)c2c1CS(=O)(=O)c1ccccc1-2 | -29% | -10% | ?
Cc1occc1-c1nnc(SCC(=O)N(C)c2ccccc2)n1C | 1% | -6% | -6%
O=c1[nH]cnc2scc(-c3ccsc3)c12 | 4% | 0% | 3%
CC(C)CCOCc1nc2sc3c(c2c(=O)[nH]1)CCC(C)C3 (centres undefined) | -22% | 0% | -30%
CC1CCCC1/C(=N/O)c1ccccc1 (centres undefined) | -26% | -23% | -6%
O=C(/C=C/c1ccccc1)N1CCC(c2ccccc2)C1 (centres undefined) | -2% | -1% | 4%
O=C(CCS(=O)(=O)Cc1ccccc1)N1CCN(c2ccc([N+](=O)[O-])cc2)CC1 | ? | -13% | ?
CCOC(=O)/C(N=Nc1c(Br)cc(Br)cc1Br)=C(\C)O | -23% | -8% | -9%
CC1CCC2(CC1)NC(=O)N(CC(=O)N1CCN(S(=O)(=O)c3ccccc3)CC1)C2=O (centres undefined) | -7% | -4% | -11%
O=C(O)C1C2CCC(C2)C1C(=O)NCc1ccccn1 (centres undefined) | 2% | 3% | -17%
O=C(Nc1ccc(Br)cc1)N1CCc2ccccc2C1 | -23% | -24% | -11%

Already shown: 4 of the compounds above.
SMILES | DT40 TDP1 CPT | GCN5L2 inh | DT40 TDP1 no CPT
COc1ccccc1CNC(=O)c1nn(C)c2c1CS(=O)(=O)c1ccccc1-2 | -29% | -10% | ?
Cc1occc1-c1nnc(SCC(=O)N(C)c2ccccc2)n1C | 1% | -6% | -6%
O=c1[nH]cnc2scc(-c3ccsc3)c12 | 4% | 0% | 3%
CC(C)CCOCc1nc2sc3c(c2c(=O)[nH]1)CCC(C)C3 (centres undefined) | -22% | 0% | -30%

(next part)
SMILES | DT40 TDP1 CPT | GCN5L2 inh | DT40 TDP1 no CPT
COc1cccc(CC(=O)OCC(=O)N2CCN(c3ccc(F)cc3)CC2)c1 | -5% | 5% | -9%
O=C(CCCOc1ccccc1)Nc1ncccn1 | -8% | -3% | -23%
CCOc1ccc(NC(=O)CSC2=Nc3ccccc3C3=NC(CCC(=O)NCc4ccccc4)C(=O)N23)cc1 (centres undefined) | ? | -10% | 16µM*
O=C(O)c1cccc([N+](=O)[O-])c1C(=O)Nc1cccc2ccccc12 | -15% | -7% | -1%
CCN(CC)CCNc1ccc(CO)c2oc3ccccc3c(=O)c12 | 8.2µM* | . | 8.2µM*
Cc1ccc(NC(=O)CCCC2CCCCC2)c(O)c1 | -20% | -3% | -24%
C=Cc1ccc(Cn2c(C(=O)O)c(CNCc3ccccc3)c3ccc(OC)cc32)cc1 | ? | 32µM* | 15µM*
O=C(NCc1ccncc1)C1CCN(S(=O)(=O)c2ccc(Cl)c(C(F)(F)F)c2)CC1 | ? | -12% | ?
COc1ccc(Br)cc1C(C[N+](=O)[O-])c1c(N)n(C)c(=O)n(C)c1=O (centres undefined) | 3.7µM* | -16% | 3.7µM*
CN(C)CCCN(C(=O)c1ccc(S(=O)(=O)N(C)C)cc1)c1nc2cc3c(cc2s1)OCO3 | ? | 1% | ?
Cc1c(Cl)cccc1NC(=S)N(Cc1cccs1)C1CCCC1 | 5% | -10% | -24%
Cc1ccc(OCCSc2nc3ccccc3n2CCC(=O)O)cc1 | -20% | -5%&-1% | 0%
CCCS(=O)(=O)N1CCCC(C(=O)NCCCN2CCCC2=O)C1 (centres undefined) | -17% | 1% | -1%
O=C(CCCc1cccs1)N1CCN(S(=O)(=O)c2ccccc2Br)CC1 | -11% | -8% | -21%
Cc1ccc(NC2=NCC(=O)N2C2CCCC2)cc1 | 9% | -5% | -7%
Cc1ccccc1C(=O)Nc1nnc([C@@H]2C[C@H](O)[C@@H](CO)O2)s1 | -6% | . | 1%
Nc1ccc(NC(=O)c2cccs2)c(Cl)c1 | 3% | -1% | -2%
O=P1(NC2CCCCC2)OCC2(CO1)COP(=O)(NC1CCCCC1)OC2 (centres undefined) | 8% | . | -12%
COc1cccc(C2c3[nH]c4ccccc4c3CCN2C(=O)c2ccccc2F)c1OC (centres undefined) | ? | -18% | -97%
Cc1c(NC(=O)COC(=O)CCC(=O)c2ccc(Cl)cc2)c(=O)n(-c2ccccc2)n1C | ? | -5% | ?
